Source: PubChem BioAssay (National Center for Advancing Translational Sciences (NCATS))
TDP43 rescue – rescues yeast growth from TDP-43 toxicity | actives 1.8% (n = 410,000) | AID 652104 | Potency, µM (top dose mostly 46.1 µM), without a hit: top-dose growth rescue (activation), most hits filed as activators | TDP-43 expressing yeast growth rescue, BacTiter-Glo, 24 h; further: % of control where 0% means no effect; nearly all actives have a fitted effect of over 50% in size
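Luminescence from BacTiter-Glo reports growth of TDP-43-expressing yeast after 24 hr at 30 deg C with compound. Cells were raffinose-pregrown to mid-log, then seeded in galactose medium at OD600=0.02.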
GLP1R ag – GLP-1 receptor (human) agonism; actives 0.007% (n = 380,000); AID 624172; Potency, µM (series often up to 45.6 µM), without a hit: at the top dose activation, actives largely listed as activators; P43220; HEK293 GLP-1R CRE-luciferase, luminescence, 4-6 h; cells express a hypersensitive GLP-1R form; further: % of control where 0% means no effect
Target sequence (P43220 whole entry, looked up): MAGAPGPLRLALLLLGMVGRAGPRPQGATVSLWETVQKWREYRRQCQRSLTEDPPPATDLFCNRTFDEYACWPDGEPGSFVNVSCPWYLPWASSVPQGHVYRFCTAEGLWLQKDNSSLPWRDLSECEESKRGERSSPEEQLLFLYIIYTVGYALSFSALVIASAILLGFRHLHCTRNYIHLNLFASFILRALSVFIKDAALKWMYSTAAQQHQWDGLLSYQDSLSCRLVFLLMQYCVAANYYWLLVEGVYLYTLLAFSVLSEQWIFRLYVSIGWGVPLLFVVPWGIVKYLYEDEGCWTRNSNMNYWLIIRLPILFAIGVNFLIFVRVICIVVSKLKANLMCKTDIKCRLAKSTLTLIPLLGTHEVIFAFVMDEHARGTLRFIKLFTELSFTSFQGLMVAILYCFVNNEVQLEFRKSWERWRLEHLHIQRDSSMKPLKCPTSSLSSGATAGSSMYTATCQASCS
HT1080-NT tox – kills 2HG-producing HT-1080-NT fibrosarcoma cells | HT-1080-NT fibrosarcoma viability, CellTiter-Glo ATP luminescence, 48 h | Potency, µM (series often up to 46.1 µM), for the others: top-dose activity, negative = less viability, hits mostly cytotoxic | actives 1.6% (n = 360,000) | AID 686970;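 further: NT is the 2HG producing partner of a matched IDH1 knockdown line; 0% = DMSO-treated cells and -100% = media-only wells without cells; nearly all actives have a fitted effect of over 55% in size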
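Read-out is CellTiter-Glo luminescence after 10 minutes at room temperature, following 48 hours' compound treatment of HT-1080-NT cells (750 cells/well, RPMI, 5% FBS, 37 degrees C).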
HT1080 IDH1KD tx – HT-1080 IDH1 knockdown cell toxicity (counter line). HT-1080 IDH1 knockdown viability, ATP luminescence, 48 h. Potency, µM (highest dose often 46.1 µM), for the others: at the highest dose activity, negative = toxicity, hits mostly cytotoxic. actives 2% (n = 360,000);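 further: 0% = DMSO wells and -100% = cell-free medium wells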
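IDH1KD HT-1080 cells, 750/well, RPMI + 5% FBS; compound pinned after 2 h settling; 48 h, 37 °C; CellTiter-Glo luminescence; % activity normalised to DMSO and no-cell wells; curves fitted, classed by r2 and efficacy.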
KB-V1 MDR tox – kills drug-selected multidrug resistant KB-V1 cells; Potency, µM (titrated, usually from 46.1 µM), for the others: at the top dose activity change, negative = cytotoxicity, actives largely listed as cytotoxic; actives 3.4% (n = 400,000); AID 1347076; KB-V1 MDR cells viability, CellTiter-Glo, 72 h; further: on the % scale 0 is the no-effect control and ±100 the full control effect; nearly all actives have a fitted effect of over 60% in size
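Cells of the MDR subline KB-V1 are plated, dosed with compound at multiple concentrations, and incubated 72 h at 37 degrees C; CellTiter-Glo is then added and luminescence read after 10 min.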
SW480 rereplic – DNA re-replication induction in SW480 cells; AID 624297; actives 1.8% (n = 340,000); Potency, µM (doses to about 46.1 µM), without a hit: top-dose re-replication activation, hits mostly activators; SW480 DNA re-replication, Hoechst DNA content imaging, 48 h; further: % of control where 0% means no effect; nearly all actives have a fitted effect of over 55% in size
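Per well, 250 cells were exposed to pinned compound for 48 hr. Nuclear DNA was visualised with Hoechst (40 min, 37 C) and total object intensity recorded by fluorescence scanning.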
KB-3-1 tox – KB-3-1 parental cell cytotoxicity. KB-3-1 viability, CellTiter-Glo ATP luminescence, 72 h. Potency, µM (doses to about 46.1 µM), inactives show at the top dose activity change, negative = cytotoxic, most hits filed as cytotoxic. actives 1.4% (n = 400,000). AID 1347075; further: on the % scale 0 is the no-effect control and ±100 the full control effect; nearly all actives have a fitted effect of over 60% in size
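KB-3-1 parental drug-naive adenocarcinoma cells in DMEM/10% FBS, incubated 72 h at 37 C with pin-transferred compounds across a concentration series. Viability by CellTiter-Glo luminescence; concentration-response curves fitted after normalization.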
HEK293 tox – cytotoxicity in counter-screen for GLP-1R inverse agonists; HEK293 cAMP-luciferase reporter cells, luminescence, 24 h; Potency, µM (doses to about 38.3 µM), inactives show at the top dose activity change, negative = inhibition, hits mostly inhibitors; actives 0.13% (n = 410,000); AID 624418;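 further: loss of luciferase light is scored as toxicity; on the % scale 0 is the no-effect control and ±100 the full control effect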
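Seeding density was 200 cells/uL; after overnight-length (12 h) culture, 23 nL compounds went on for 24 h at 37 °C. Readout used a luciferase detection reagent, luminescence taken after 12 min at room temperature.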
GLP-1R inv ag – inverse agonists of human GLP-1 receptor | P43220 | HEK293 GLP-1R CRE-luciferase, luminescence, 24 h; GLP-1R form is constitutively active | Potency, µM (series often up to 38.3 µM), without a hit: at the highest dose activity change, negative = inhibition, hits mostly inhibitors | actives 1.6% (n = 410,000) | AID 624417; further: on the % scale 0 is the no-effect control and ±100 the full control effect; nearly all actives have a fitted effect of over 55% in size
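qHTS in 1536-well format: reporter HEK293 cells expressing constitutive GLP-1R activity in DMEM + 10% Nu serum, 24 hr with compounds at 37 deg C, luminescence read after 12 min with detection reagent.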
Active calls of the source: *; ? = inconclusive; . = not tested or not shown; [ ] = remark or other dose. The call rests on the fitted dose curve; in most records, active means well fitted curve in the direction sought with a large enough effect; inconclusive means small, poorly fitted or top-dose-only effect, or another doubt; inactive means no such curve, though single readings can be large; an effect the other way counts as inactive or inconclusive. Potency means the concentration at half of the fitted maximal effect.

Field names – A = TDP43 rescue; B = GLP1R ag; C = HT1080-NT tox; D = HT1080 IDH1KD tx; E = KB-V1 MDR tox; F = SW480 rereplic; G = KB-3-1 tox; H = HEK293 tox; I = GLP-1R inv ag
COC(=O)c1cccc(Nc2nc3ccccc3nc2C)c1
  A: 23%; B: 1%; C: -26%; D: ?; E: -17%; F: 1%; G: -10%; H: -5%; I: ?
C(=C\c1sc(Nc2ccccc2)n[n+]1-c1ccccc1)/c1ccccc1
  A: 1%; B: -4%; C: -6%; D: -8%; E: ?; F: 15%; G: -3%; H: -1%; I: -5%
C=CCn1c(SCc2cc([N+](=O)[O-])cc3c2OCOC3)nc2cc(C(=O)O)ccc2c1=O
  A: 9%; B: 9%; C: 0%; D: -1%; E: 6%; F: 6%; G: 8%; H: -24%; I: 19%
O=C(Nc1ccccc1Cl)N1CCn2c(nc3ccccc32)C1
  A: 21%; B: -6%; C: 23%; D: 22%; E: ?; F: -15%; G: 8%; H: 4%; I: 18%
CC(=O)COc1coc(CN2CCN(c3ccc(F)cc3)CC2)cc1=O
  A: 4%; B: -1%; C: 11%; D: 17%; E: 22%; F: 3%; G: 3%; H: -13%; I: 6%
Cc1ccc(NC(=S)NNC(=O)c2cccc([N+](=O)[O-])c2)cc1Cl
  A: ?; B: -3%; C: ?; D: -7%; E: 5%; F: -7%; G: 0%; H: -12%; I: -29%
CN(Cc1ccccc1)C(=O)c1ccc(NC(=O)Cc2cccc(NC(=O)C3CCCN(C(=O)C4CCC4)C3)c2)cc1 (stereo not given)
  A: 19%; B: 8%; C: -9%; D: -7%; E: -1%; F: 3%; G: -3%; H: 11%; I: 11%
Cc1cc(C)c(C)c(OCCCCN2CCCCC2)c1
  A: -2%; B: -6%; C: 14%; D: 2%; E: 0%; F: -6%; G: -7%; H: 5%; I: 9%
O=C(Cc1ccccc1)Nc1nnc(-c2ccco2)s1
  A: -5%; B: -45%[inhibitor]; C: 25%; D: 18%; E: -3%; F: -6%; G: -8%; H: 4%; I: 14%
O=C(CCN1CCCCC1)NNC(=O)C12CC3CC(CC(C3)C1)C2
  A: -3%; B: -1%; C: 0%; D: -4%; E: -14%; F: -3%; G: 8%; H: 17%[7.66 µM]; I: ?
COC(=O)[C@H]1C[C@H](OC(=O)NCc2ccccc2F)[C@@]2(O)CN(S(=O)(=O)c3ccc(C)cc3)CC2[C@H]1C(=O)OC (stereo not given in full)
  A: 22%; B: 0%; C: 2%; D: 1%; E: ?; F: .; G: 8%; H: 2%; I: 12%
COc1ccc(C2CCCCCN2Cc2nc3ccccc3c(=O)n2CC(N)=O)cc1 (stereo not given)
  A: -12%; B: 11%; C: 1%; D: -6%; E: -8%; F: 1%; G: -16%; H: -6%; I: -16%
CCOC(=O)Cc1csc(NC(=O)CSc2nc(C)cc(C)n2)n1
  A: 24%; B: 7%; C: 4%; D: 13%; E: -3%; F: -1%; G: -20%; H: -3%; I: 12%
C[C@H]1CN([C@@H](C)CO)C(=O)Cc2cc(NC(=O)C3CC3)ccc2O[C@H]1CN(C)Cc1ccc(Oc2ccccc2)cc1
  A: 2%; B: -3%; C: ?; D: -22%; E: -1%; F: 17%; G: -21%; H: -8%; I: 10µM*
Cc1ccc(C(=O)NC2CCN(C(=O)Nc3ccccc3)CC2)cc1
  A: -17%; B: 9%; C: ?; D: 3%; E: 0%; F: -15%; G: 0%; H: -12%; I: 7%
CCOc1ccc(C(=O)c2ccncc2)cc1
  A: -14%; B: -3%; C: -4%; D: -20%; E: -11%; F: -2%; G: 14%; H: 2%; I: 1%
Cn1c(SCc2ccc([N+](=O)[O-])cc2)nc2c(c1=O)SCC2
  A: -9%; B: -3%; C: 1%; D: -2%; E: 0%; F: -18%; G: -4%; H: 4%; I: -6%
Cc1ccc(C)c(S(=O)(=O)N2CCCOC2CNC(=O)C(=O)NCCC2=CCCCC2)c1 (stereo not given)
  A: 23%; B: 0%; C: 6%; D: 4%; E: 5.2µM*; F: 4%; G: -3%; H: -2%; I: ?
CCn1cc(/C=N\NC(=O)c2ccc3c(c2)c(C)c(C)n3Cc2ccccc2)c(C)n1
  A: 24%; B: 13%; C: -16%; D: -2%; E: 10%; F: -2%; G: -4%; H: -14%; I: 28%
CCCCc1c(O)c2cccc3c2n(c1=O)CCC3
  A: 16%; B: 14%; C: 7%; D: 6%; E: 8%; F: -20%; G: 5%; H: 11%; I: 46%[activator]
O=C(CSC(=S)N1CCCCC1)c1c(F)cccc1F
  A: -9%; B: -3%; C: -7%; D: -5%; E: 2%; F: ?; G: -13%; H: 3%; I: 15%
COc1ccc(C2C(C#N)=C(N)Oc3cc(C)[nH]c(=O)c32)c(OC)c1OC (stereo not given)
  A: -8%; B: -14%; C: 7%; D: 7%; E: 4%; F: -4%; G: -3%; H: -2%; I: 6%
Cc1ccc(NC(=O)CN2Cc3ccccc3C2=O)c(C)c1
  A: 14%; B: .; C: .; D: .; E: 5%; F: .; G: 0%; H: -7%; I: -11%
O=C(O)CC12C[C@H]3C[C@@H](C1)CC(n1ncc(N4CCN(c5ccccc5)CC4)c(Cl)c1=O)(C3)C2
  A: -19%; B: -11%; C: 3%; D: 0%; E: 0%; F: ?; G: 5%; H: 16%; I: 0%
CN(C)CCCn1c(NCc2ccc3c(c2)OCO3)nc2ccccc21
  A: -19%; B: -3%; C: ?; D: -9%; E: -1%; F: 15%; G: -8%; H: -15%; I: -18%
COc1ccc(C(=O)/C=C/c2ccc(N3CCCCC3)c([N+](=O)[O-])c2)c(OC)c1
  A: -27%; B: 6%; C: -21%; D: ?; E: ?; F: ?; G: -10%; H: ?; I: 26%
CC(C)NC(=O)C(=O)NCC(c1ccc2c(c1)OCO2)N1CCOCC1 (stereo not given)
  A: -8%; B: -4%; C: 0%; D: 5%; E: 11%; F: 36%; G: 19%; H: -7%; I: 14%
COc1ccc(C2=NOC(C)(c3nnc(-c4ccccc4)o3)C2)cc1 (stereo not given)
  A: 30%; B: 14%; C: 6%; D: 3%; E: -10%; F: -2%; G: 0%; H: -4%; I: -4%
CCCOc1ccc(NC(=O)c2cc3cc(C)ccc3[nH]2)cc1
  A: 6%; B: -5%; C: -5%; D: -4%; E: 21%; F: ?; G: 8%; H: -22%; I: 10%
C=CCN1C(=O)C2(/C(=C(\O)c3ccc4c(c3)OCCO4)C(=O)C(=O)N2CCCOC)c2ccccc21 (stereo not given)
  A: -20%; B: -13%; C: 6%; D: 12%; E: 4%; F: -21%; G: 8%; H: -19%; I: -2%
O=C(c1c[nH]c(C(=O)C(Cl)(Cl)Cl)c1)c1ccccc1F
  A: 10µM*; B: 3%; C: -5%; D: 0%; E: 7%; F: -10%; G: 9%; H: 1%; I: 32%
COC(=O)c1ccc(NC(=O)CSc2nnc(-c3ccccc3Br)n2-c2ccccc2)cc1
  A: -17%; B: 8%; C: -1%; D: 1%; E: 1%; F: ?; G: -8%; H: 0%; I: -16%
Cc1ccc(NC(=O)COc2ncnc3c(Cl)cc(Cl)cc23)cc1[N+](=O)[O-]
  A: -33%[inhibitor]; B: -5%; C: 0%; D: -9%; E: 6%; F: -53%[inhibitor]; G: 8%; H: -8%; I: -14%
Cc1ccc(NC(=O)c2cnc3cc(C)ccn3c2=O)c(C)c1
  A: 9%; B: .; C: .; D: .; E: 0%; F: .; G: 6%; H: -9%; I: 13%
Cc1ccc(S(=O)(=O)N2CCOCC2)cc1NC(=O)COC(=O)c1cccc(Cl)c1Cl
  A: 0%; B: -25%; C: 13%; D: 9%; E: -28%; F: -3%; G: -8%; H: -5%; I: ?
O=C(CSc1n[nH]c(=O)[nH]c1=O)N/N=C/C=C\c1ccccc1
  A: 3%; B: 0%; C: 7%; D: 2%; E: 4%; F: -1%; G: -1%; H: -1%; I: 8%
O=C(O)CSC(=S)N1CCCCC1
  A: 0%; B: -7%; C: 11%; D: 18%; E: 0%; F: -4%; G: 5%; H: 8%; I: 13%
COc1ccc(OC)c(S(=O)(=O)NCc2cn3c(C)csc3n2)c1
  A: 21%; B: -6%; C: 15%; D: 1%; E: ?; F: -5%; G: -15%; H: 2%; I: 1%
Cc1cccc(NS(=O)(=O)c2ccc(C(=O)NCC(c3ccco3)N3CCCCC3)cc2)c1C (stereo not given)
  A: 18%; B: -1%; C: -15%; D: -10%; E: ?; F: 0%; G: ?; H: ?; I: ?
CN(C)c1ccc(CNc2nc3cc(-c4ccc(F)cc4)sc3c(=O)n2C)cc1
  A: 23%; B: -3%; C: -19%; D: ?; E: -22%; F: .; G: -20%; H: 35%[activator]; I: -25%
CCN(CC)C(=O)c1cc([N+](=O)[O-])cc2c1-c1ccc([N+](=O)[O-])cc1C2=C(C#N)C#N
  A: -4%[1.82 µM]; B: 4%; C: -13%; D: -4%; E: 12%; F: ?; G: -12%; H: -11%; I: 19%
CC(=O)c1ccc(NC(=O)c2nc(-c3ccc(C)cc3)n3c2CCCCC3)cc1
  A: ?; B: 1%; C: .; D: .; E: 21µM*; F: .; G: ?; H: -13%; I: ?
C[C@H]1CN([C@@H](C)CO)C(=O)CCCn2cc(nn2)CO[C@@H]1CN(C)C(=O)Nc1ccccc1F
  A: 23%; B: 30%; C: 16%; D: 14%; E: -6%; F: .; G: ?; H: -8%; I: 6%
CC(=O)Nc1ccc2c(c1)C(=Nc1ccccc1)c1ccccc1-2
  A: -18%; B: 21%; C: 10%; D: 21%; E: 22%; F: 0%; G: 7%; H: -10%; I: 5%
CC(C)(C)c1cc(NCCCn2ccnc2)n2ncc(-c3ccc(Cl)cc3)c2n1
  A: 22%; B: -14%; C: 10µM*; D: 10µM*; E: ?; F: ?; G: 9%; H: ?; I: ?

Given bar-delimited: entries from further up
Molecule | TDP43 rescue | GLP1R ag | HT1080-NT tox | HT1080 IDH1KD tx | KB-V1 MDR tox | SW480 rereplic | KB-3-1 tox | HEK293 tox | GLP-1R inv ag
COc1ccc(C2=NOC(C)(c3nnc(-c4ccccc4)o3)C2)cc1 (stereo not given) | 30% | 14% | 6% | 3% | -10% | -2% | 0% | -4% | -4%
COC(=O)c1cccc(Nc2nc3ccccc3nc2C)c1 | 23% | 1% | -26% | ? | -17% | 1% | -10% | -5% | ?
